Bioassay records (PubChem)
GlmU inhibition: inhibition of mycobacterial GlmU enzyme – biochemical, glucosamine-1-phosphate acetyltransferase (AID 1376); 220,000 tested, 0.25% active; inhibition, %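 (tested at 30 µM in the primary screen)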; hits with a dose series show IC50 in µM; M. tuberculosis GlmU acetyltransferase enzyme assay; higher % means a stronger effect; Bifunctional protein GlmU (Mycobacterium tuberculosis (strain ATCC 25618 / H37Rv)); in the data active = inhibition above about 13%;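 note: 0% = complete reaction with vehicle and 100% = reaction without substrate; strong numbers were not always called active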
Mtb RmlCD inh: M. tuberculosis RmlC/RmlD coupled enzyme inhibitors, primary screen, biochemical, compound mixtures, 384-well, from 1536-well plates. RmlC+RmlD coupled enzyme assay, percent inhibition; primary screen in compound mixtures. inhibition, % at 3.6 µM. 160,000 tested, 0.03% active. AID 1533, 2009; in the data active = inhibition mostly above about 34%, no sharp cut-off; note: some results filed as inactive read as strong as hits
Target sequence (P9WH09 whole entry, looked up): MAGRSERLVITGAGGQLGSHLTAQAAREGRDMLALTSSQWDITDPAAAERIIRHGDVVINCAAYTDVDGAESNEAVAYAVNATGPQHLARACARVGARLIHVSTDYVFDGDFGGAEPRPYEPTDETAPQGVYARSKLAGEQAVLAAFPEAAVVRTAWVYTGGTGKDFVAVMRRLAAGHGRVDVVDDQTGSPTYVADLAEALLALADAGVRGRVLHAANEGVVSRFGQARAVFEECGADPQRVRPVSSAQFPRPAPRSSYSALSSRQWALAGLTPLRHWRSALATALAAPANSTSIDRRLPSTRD
Target sequence (P9WH11 whole entry, looked up): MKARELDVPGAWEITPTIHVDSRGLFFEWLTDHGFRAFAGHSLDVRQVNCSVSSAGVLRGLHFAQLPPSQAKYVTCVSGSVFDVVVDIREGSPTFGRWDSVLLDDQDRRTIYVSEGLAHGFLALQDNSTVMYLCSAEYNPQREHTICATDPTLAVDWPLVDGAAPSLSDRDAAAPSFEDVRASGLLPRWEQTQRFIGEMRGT
* = called active by the depositor; nt = not tested or not shown. Some of the compounds tested, so the mix of outcomes need not match the whole.

SMILES,GlmU inhibition,Mtb RmlCD inh
CCCn1c(SCC(=O)N2CCc3ccccc32)nnc1-c1ccco1,0.9%,15
CCOC(=O)c1sc(NC(=O)c2ccc(S(=O)(=O)N3CCOCC3)cc2)cc1C,1.2%,nt
O=C(NCc1cccs1)c1cccnc1SCCS(=O)(=O)c1ccc(C(F)(F)F)cn1,-3.4%,23
Cc1ccc(NC(=S)NCCSc2ccc(Cl)cc2)cc1,-5.9%,-1
CCCc1nnc(NC(=O)c2cn(CC)c3cc(N4CCN(C)CC4)c(F)cc3c2=O)s1,-2.2%,nt
O=C1NCC(c2ccccc2)C1C(=O)N/N=C/c1ccc(Cl)s1 (stereo not given),-3.4%,-2
COc1ccc(CC(=O)NC2CC(C)(C)NC(C)(C)C2)cc1,1.8%,nt
CCn1c2c(c3ccc(OC)cc31)CCCC2=O,3.5%,-5
Cc1ccc2cc(CN(CC3CCCO3)C(=S)NCc3ccco3)c(=O)[nH]c2c1 (stereo not given),3.4%,5
O=S(=O)(c1ccc(Cl)cc1)N1CCN(c2ccc(N3CCOCC3)nn2)CC1,-2.7%,-6
CCCCNC(=O)c1ccccc1NC(=O)c1ccc2c(c1)OCO2,0.1%,-8
CC(C)(C)OC(=O)N/N=C/c1cn(-c2ccccc2)nc1-c1cccnc1,2.7%,0
O=C(CSc1nc2ccccc2o1)NCc1ccc2c(c1)OCO2,3.8%,nt
C/C(=N/NC(=O)c1ccco1)c1cccnc1,-4.5%,-10
CCCCN(C)C(=O)CCC(=O)NNc1nc2ccccc2c2nc(C)nn12,0.8%,-15
CSc1nc2ccc(NC(=O)c3nn(C(C)C)c(=O)c4ccccc34)cc2s1,7.7%,3
Cc1ccn2cc(-c3cccc(NS(C)(=O)=O)c3)nc2c1,3.4%,0
N/C(=N\OC(=O)c1ccc(Br)o1)c1cccnc1,2.5%,9
COc1cccc(SCc2noc(C(=O)NCCC(C)C)c2C(=O)NCCC(C)C)c1,-0.2%,nt
Cc1cc(C(=O)COC(=O)CCC(=O)c2ccc3c(c2)OCCO3)c(C)n1Cc1ccco1,-5.4%,nt
Cc1ccc2oc(=O)c3cnn(CC(=O)NC4CCCCC4C)c3c2c1 (stereo not given),5.3%,nt
c1csc(-c2noc(COc3ccc4c(c3)CCCC4)n2)c1,-3.0%,31
COc1ccc(NC(=O)CSc2ncnc3[nH]ncc23)cc1,3.5%,-15
COc1ccc(CN2CCC(N3CCC(C(=O)N4CCOCC4)CC3)CC2)c(F)c1,-6.2%,6

Copied from the entries so far for reference:
SMILES,GlmU inhibition,Mtb RmlCD inh
CCCn1c(SCC(=O)N2CCc3ccccc32)nnc1-c1ccco1,0.9%,15
CCOC(=O)c1sc(NC(=O)c2ccc(S(=O)(=O)N3CCOCC3)cc2)cc1C,1.2%,nt

Remaining list, next part:
SMILES,GlmU inhibition,Mtb RmlCD inh
CC(=O)c1cccc(NC(=O)c2cc(-c3ccc(C)cc3)on2)c1,5.8%,-2
Cc1ccccc1Cn1c(=O)n(CC2CCC(C(=O)NCCc3ccccc3)CC2)c(=O)c2ccccc21 (stereo not given),0.0%,5
CCCNC(=O)c1cc(-c2ccc(OC)cc2)n(CCCOC)c1C,4.4%,10
Cc1ccc(S(=O)(=O)N2CC3CCC2C3)cc1 (stereo not given),-0.4%,-9
CCOC(=O)C1(CC2CCCCO2)CCN(S(=O)(=O)c2cccc(F)c2)CC1 (stereo not given),-6.3%,nt
Nc1c(C(=O)NCCN2CCOCC2)c2nc3ccccc3nc2n1Cc1ccccc1,-0.8%,nt
COc1ccc(-n2c(SCC(N)=O)nc3sc4c(c3c2=O)CCC4)cc1,-6.2%,-3
COc1ccc(NS(=O)(=O)c2cc(NC(=O)c3cnccn3)ccc2OC)cc1Br,-1.0%,6
CC1CN(C(=O)c2ccc(COc3ccc4ccccc4c3)o2)CC(C)O1 (stereo not given),-3.5%,-6
O=C(NC(NC1CCS(=O)(=O)C1)C(=O)c1cccs1)c1ccccc1 (stereo not given),-5.6%,-7
O=C(c1ccc(S(=O)(=O)Cc2cc(F)ccc2F)c([N+](=O)[O-])c1)N1CCCC1,4.4%,-54
CCOC(=O)/C(C#N)=C(\N)C(C)C(=O)Nc1ccccn1 (stereo not given),-1.7%,34
O=C(Nc1nc(-c2ccc(F)cc2)cs1)c1cnccn1,-7.1%,nt
c1coc(CNc2c3c(nc4ncnn24)CCC3)c1,5.4%,nt
O=C1CC(N2CCC(c3nc4ccccc4[nH]3)CC2)C(=O)N1c1ccccc1F (stereo not given),-2.0%,-10
O=C1NC(=Nc2ccccc2)S/C1=C\C=C\c1ccco1,15%*,-9
COc1ccc(CNC(=O)c2cnc3scc(C)n3c2=O)cc1,6.0%,-4
COC(=O)c1sccc1NC(=O)c1cc(-c2ccc(C)cc2C)nc2ccccc12,-1.9%,-9
Cc1ccccc1NC(=O)NCCc1nc2ccccc2[nH]1,-1.2%,nt
CCCC(=O)Nc1sc(C)c(C)c1C(=O)Nc1cccc(C)c1,1.8%,-8
COc1ccc(CN(Cc2ccc(OC)cc2)C(=O)c2cccs2)cc1,-1.5%,13
CCCN1Cc2cccc(C(=O)Nc3ccc(CC)cc3)c2C1=O,-0.4%,-2
Oc1ccccc1NCC(O)Cn1ccc2ccccc21 (stereo not given),-2.8%,nt
COc1ccccc1-c1c(C)nn2c(N3CCC4(CC3)OCCO4)cc(C)nc12,-1.7%,nt
Cn1c(C(=O)NCc2cccnc2)cc2sc(Cl)cc21,-0.8%,-7
CCCC(C)NC(=S)NC(=O)c1cc(S(=O)(=O)N2CCOCC2)ccc1C (stereo not given),-1.0%,4
O=C(CCCNS(=O)(=O)c1cccs1)N1CCN(c2cccc(Cl)c2)CC1,2.5%,8
Cc1occc1C(=O)NNC(=O)c1ccc(Br)o1,3.2%,26
Cc1ccccc1NC(=O)C(Cc1ccccc1)n1cccc1 (stereo not given),2.4%,5
NC(=O)c1cc(C(=O)c2cccc(Cl)c2Cl)c[nH]1,0.2%,-4
COC(=O)Nc1nn(Cc2ccccc2F)cc1Br,3.6%,1
NC(=O)C1CCN(C(=O)CCc2nc3ccccc3c(=O)[nH]2)CC1,0.2%,15
NC(=O)c1oc2ccccc2c1NC(=O)CN1CCCCC1,-2.3%,7
O=C(c1ccncc1)N(Cc1ccccc1)Cc1nc2ccccc2c(=O)[nH]1,8.5%,nt
Cc1cccn2c(=O)c3cc(C(=O)N4COCC4(C)C)n(C)c3nc12,nt,-1
COC(=O)CC1SC(=O)NC1=Nc1ccccc1 (stereo not given),5.8%,-6
CN(C)CCN(C(=O)c1ccc(N2C(=O)CCC2=O)cc1)c1nc2cc3c(cc2s1)OCCO3,-6.4%,nt
Cc1c(NC(=O)NCCN2C(=O)C3C4C=CC(C4)C3C2=O)c(=O)n(-c2ccccc2)n1C (stereo not given),5.7%,6
O=C(OCN1C(=O)c2ccccc2C1=O)c1ccco1,-2.0%,nt
Cc1ccc2nc(SCC(=O)O)nc(C)c2c1,-3.9%,9
Cc1cc2cc(C)c(NCCNC(=O)c3cccc(F)c3)nc2cc1C,3.8%,nt
COc1ccc(N/C=C\C(=O)c2ccc3c(c2)OCO3)cc1,-5.4%,-5
Cc1cc(C)n(-c2nc(NCCCN(C)C)c3c4c(sc3n2)CCCC4)n1,-10%,37
COc1ccc(-c2[nH]ncc2CNC(C)Cc2cccc(C)n2)cc1F (stereo not given),2.7%,nt
O=C(c1cc(-c2ccccc2)nc2ccccc12)N1CCOCC1,6.3%,nt
CC(=O)c1sc2nsc(SCCN3CCCCC3)c2c1N,2.5%,21
COC(=O)c1ccccc1NC(=O)CCNC(=O)Cn1cnc2ccccc2c1=O,-5.9%,nt
CCc1ccc(CN/C=C/C(=O)c2ccc(Br)cc2)cc1,-4.0%,-1

Full records from above. Order of values: GlmU inhibition, Mtb RmlCD inh
`CCOC(=O)c1sc(NC(=O)c2ccc(S(=O)(=O)N3CCOCC3)cc2)cc1C` in the list: 1.2%, nt
`O=C(CCCNS(=O)(=O)c1cccs1)N1CCN(c2cccc(Cl)c2)CC1` in the list: 2.5%, 8
`CCCn1c(SCC(=O)N2CCc3ccccc32)nnc1-c1ccco1` in the list: 0.9%, 15
`O=C(c1ccncc1)N(Cc1ccccc1)Cc1nc2ccccc2c(=O)[nH]1` in the list: 8.5%, nt
`CCCc1nnc(NC(=O)c2cn(CC)c3cc(N4CCN(C)CC4)c(F)cc3c2=O)s1` in the list: -2.2%, nt

Later entries:
SMILES,GlmU inhibition,Mtb RmlCD inh
COC(=O)c1cc2c(C)nn(-c3ccccc3)c2s1,-1.3%,17
CCOC(=O)COc1ccc2nsnc2c1Cl,4.1%,4
C/C(=N/OC(=O)C1CC12CCC2)c1ccc(Br)cc1 (stereo not given),1.2%,-1
NNC(=O)c1ccc(COc2cccc3cccnc23)cc1,3.0%,3
Cc1ccc2nc(SCC(=O)Nc3ccc(F)c([N+](=O)[O-])c3)[nH]c2c1,0.6%,6
Cc1ccc(CN(c2ccc(C(=O)Nc3cccnc3)cc2)S(C)(=O)=O)cc1,-1.0%,nt
Cc1cc(C)nc(SCC(=O)c2c(N)n(C)c(=O)n(C)c2=O)n1,nt,-4
COc1ccc(/C(O)=C/C(=O)C(=O)Nc2c(C)n(C)n(-c3ccccc3)c2=O)cc1,0.3%,-7
CC1=Nc2ccccc2/C1=C\c1nc(-c2ccc(C(F)(F)F)cc2)oc1O,4.9%,20
Cc1ccc(NC(=S)NNC(=O)c2ccc(N3CCOCC3)c([N+](=O)[O-])c2)cc1C,3.5%,-4
c1ccc(CNc2ncnc3c2cnn3Cc2ccccc2)cc1,-8.2%,nt
COc1cccc(CNC(=O)CCC2CCCN(C(=O)c3cccc4c(C)c(C)[nH]c34)C2)c1 (stereo not given),3.8%,nt
O=C(CSc1cccc[n+]1[O-])Nc1ccc(C(F)(F)F)cc1[N+](=O)[O-],-0.6%,nt
CCOC(=O)c1c(/N=C/C2C(=O)NC(=S)NC2=O)sc(C)c1C,0.6%,7
Oc1ccc(/C=N/N2CCN(C3c4ccccc4-c4ccccc43)CC2)c(O)c1,-4.7%,-3
CCSc1nc2c(c(=O)[nH]1)C(c1ccc(C)cc1)C1=C(CCCC1=O)N2 (stereo not given),0.6%,-4
O=C(O)C1C2C=CC(C2)C1C(=O)Nc1cccc(C(=O)N2CCCCC2)c1 (stereo not given),-6.8%,nt
COc1ccccc1CNCc1ccc(OC)c(OC)c1OC,-0.1%,nt
Cc1ccc(C)c2nc3sc(C(=O)O)cc3cc12,3.4%,4
CCOC(=O)c1cccnc1SCC(=O)N(CC)c1cccc(C)c1,4.9%,nt
CCNC(=S)NNC(=O)CC(C)C,-0.1%,nt
CCOC(=O)c1ccc(N/C=C/C(=O)C(C)(C)C)cc1,1.7%,nt
CC(C)(C)NC(=O)CSc1nncn1NCc1ccccc1,-1.6%,nt
CN(C(=O)COC(=O)c1ccc(Cl)cc1N)C1CCCCC1,-7.9%,-4
O=C(CN(C1CCCCC1)S(=O)(=O)c1ccc(Br)cc1)NCc1cccnc1,1.3%,nt
CC1(C)CC(=O)C(N=Nc2ccc(-c3ccccc3)cc2)=C(O)C1,-7.8%,-8
CCN1CCn2c3c(c4cc(Cl)ccc42)CCCC31 (stereo not given),0.3%,-20
CCOC(=O)N1CCN(c2nc(-c3ccc(Cl)cc3)cs2)CC1,4.5%,-8
CC(C(=O)Nc1ncccn1)(c1ccccc1)c1ccccc1,-4.4%,5
Cc1cc(NC(=O)CSc2nc(-c3ccc(F)cc3)cs2)no1,-0.2%,nt
Cc1cc(=O)[nH]c2c3ccccc3nn12,1.7%,-6
O=C(CN1C(=O)c2ccccc2C1=O)NCC1CCCO1 (stereo not given),6.0%,nt

The last four compounds of the section above are carried over, then new ones follow:
SMILES,GlmU inhibition,Mtb RmlCD inh
CC(C(=O)Nc1ncccn1)(c1ccccc1)c1ccccc1,-4.4%,5
Cc1cc(NC(=O)CSc2nc(-c3ccc(F)cc3)cs2)no1,-0.2%,nt
Cc1cc(=O)[nH]c2c3ccccc3nn12,1.7%,-6
O=C(CN1C(=O)c2ccccc2C1=O)NCC1CCCO1 (stereo not given),6.0%,nt
Clc1nnc(N/N=C/c2ccccc2)c2ccccc12,1.6%,7
O=C(O)CCNC(=O)c1ccc(NC(=O)Cc2ccc(Cl)cc2)cc1,1.8%,3
COc1ccc(NC(=O)c2ccc(NCCN3C(=O)CCC3=O)c([N+](=O)[O-])c2)cc1,2.6%,-10
Cn1c(Cn2c(=O)sc3ccccc32)nnc1SCc1ccccc1,-3.4%,-8
Cc1ccsc1-c1nc(CN(C)C(C2CC2)C2CC2)c(C)o1,1.0%,-2
COc1cc(-c2nnc(Cn3cc(C(F)(F)F)ccc3=O)o2)cc(OC)c1OC,-4.6%,7
Cc1ccc(Cl)cc1NC(=O)c1ccc(CSc2nnnn2C)cc1,-0.4%,15
